KCNQ2 block: KCNQ2 channel blockers in CHO-K1 cells – cell-based, FluxOR thallium flux, B-score, primary screen (AID 2156); B-score at 10 µM; 20 min; stronger effect = lower value; O88943; 310,000 compounds, 1.1% hits;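 active = fluorescence ratio B-score at most minus 3 library SDs, with starting brightness B-score within 2 library SDs, cut at about -5.5 in these data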
Target sequence (O88943 whole entry, looked up): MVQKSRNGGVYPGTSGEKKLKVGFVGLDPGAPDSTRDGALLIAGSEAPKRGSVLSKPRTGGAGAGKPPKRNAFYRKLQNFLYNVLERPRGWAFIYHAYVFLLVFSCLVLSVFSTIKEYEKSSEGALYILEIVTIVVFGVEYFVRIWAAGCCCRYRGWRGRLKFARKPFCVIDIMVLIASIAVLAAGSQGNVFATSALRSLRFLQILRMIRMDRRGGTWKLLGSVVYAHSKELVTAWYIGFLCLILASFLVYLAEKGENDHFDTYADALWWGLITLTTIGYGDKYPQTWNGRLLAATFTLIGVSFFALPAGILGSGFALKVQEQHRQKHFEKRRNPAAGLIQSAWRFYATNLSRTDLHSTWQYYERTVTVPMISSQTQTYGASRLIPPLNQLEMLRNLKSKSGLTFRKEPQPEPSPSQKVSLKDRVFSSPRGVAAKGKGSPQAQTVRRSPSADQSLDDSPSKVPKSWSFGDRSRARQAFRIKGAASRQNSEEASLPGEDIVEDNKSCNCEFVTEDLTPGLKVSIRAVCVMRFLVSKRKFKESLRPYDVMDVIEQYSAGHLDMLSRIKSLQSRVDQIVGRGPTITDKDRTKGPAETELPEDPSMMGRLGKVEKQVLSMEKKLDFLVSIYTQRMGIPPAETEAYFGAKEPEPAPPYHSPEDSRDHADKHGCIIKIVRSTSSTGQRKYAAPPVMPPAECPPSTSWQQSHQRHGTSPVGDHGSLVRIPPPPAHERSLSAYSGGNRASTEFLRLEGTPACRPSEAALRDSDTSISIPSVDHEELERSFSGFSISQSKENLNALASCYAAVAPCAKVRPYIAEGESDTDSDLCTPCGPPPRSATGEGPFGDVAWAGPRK
Kir21 block: Kir2.1 (mouse) channel inhibition. P35561. HEK293-Kir2.1, FluxOR thallium flux fluorescence; stronger effect = lower value. B-score at 10 µM. 310,000 compounds, 0.85% hits. AID 1672;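 active = fluorescence ratio B-score at or below minus 3 SD of library scores, with starting-brightness B-score within 2 SD, cut at about -4.2 in these data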;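 note: channel flux triggered by added potassium and thallium sulfate stimulus; B-score of peak minus minimum fluorescence over baseline after thallium stimulus; more negative B-score means stronger Kir2.1 block with less thallium influx; some compounds called inactive have numbers as strong as hits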
* hit, by the source's call; i = inactive.

Results follow in this order: Kir21 block	KCNQ2 block
Cc1ccc(/C=N/N=C2/NC(=O)C(CC(=O)N3CCOCC3)S2)cc1 (stereo unspecified)
  -0.3	i
C[C@@]12C(=O)N(c3cccc(Cl)c3)C(=O)N1[C@H](c1ccc(Cl)cc1)[C@@H]1C(=O)N(C3CCCCC3)C(=O)[C@@H]12
  -0.46	i
CCc1ccccc1NC(=O)CNC(=O)c1cccc(S(=O)(=O)N2CCN(Cc3ccccc3)CC2)c1
  -0.04	i
CN1/C(=C\C(=O)CSc2nncn2C)C(C)(C)c2ccccc21
  0.13	i
COc1cccc(SCc2noc(C(=O)NCCCN3CCOCC3)c2C(=O)NCCCN2CCOCC2)c1
  -0.8	i
COc1cccc(C(=O)c2c[nH]c(C(=O)NCc3cccs3)c2)c1
  0.53	i
O=C(Nc1nccs1)C1CCN(S(=O)(=O)c2ccc(F)cc2)CC1
  -1	i
CN1CCN(C(=O)CCc2nc3ccccc3n2-c2ccccc2)CC1
  -0.2	i
Cc1nc(SCC(=O)c2ccccc2)c([N+](=O)[O-])[nH]1
  -1.2	i
Cc1ccc(NS(=O)(=O)c2ccc(NC(=O)c3cccc(NC(=O)C(C)C)c3)cc2)cc1
  0.35	i
O=c1cc(N2CCc3ccccc32)[nH]c(=O)n1-c1ccc(Cl)cc1
  0.22	i
COc1ccc(C(=O)NC(=S)N2CCCC2)cc1
  0.71	i
CC(C)(C)c1ccc(OCCOc2ccc(C(C)(C)C)cc2NC=O)c(NC=O)c1
  0.1	i
O=C(O)C1C2C=CC(O2)C1C(=O)NCc1ccc(Cl)cc1 (stereo unspecified)
  0.46	i
Cc1cc(C)c2c3c(oc2n1)C(=O)N(c1cccc(Cl)c1)CC(=O)N3
  -1	i
CCCCNC(=O)CCC(=O)N1CCN(C(c2ccccc2)c2ccccc2)CC1
  -0.87	i
CCCCOc1ccc(C(=O)NCC(=O)NCCOc2ccccc2)cc1
  0.08	i
Cc1c(C(=O)Nc2nc3ccccc3[nH]2)oc2ccccc12
  0.49	i
COc1ccc(-n2c(-c3ccc(Br)cc3)c[n+]3c2CCc2ccccc2-3)cc1
  -5.9*	i
O=[N+]([O-])c1ccc(-n2nncc2-c2ccccc2)cc1
  2.6	i
Cc1ccc(NC(=O)c2cccs2)cc1NC(=O)c1cccc(F)c1
  -1.2	i
CN(C)c1ccc(Nc2nc(N)c([N+](=O)[O-])c(N3CCOCC3)n2)cc1
  0.51	i
Cc1ccccc1OCCC(=O)N(CC(=O)Nc1ccccc1C(F)(F)F)Cc1ccco1
  -0.6	i
O=C(Cn1[nH]c(=O)c2ccccc2c1=O)OCC(=O)N(Cc1ccccc1)Cc1ccccc1
  -0.09	i
CC1(C)N=C(c2cccc(F)c2)C(=O)N1
  1.6	i
CNC(=O)N1c2ccccc2CCc2ccccc21
  2.3	i
Cc1nn(Cc2ccccc2Cl)c(C)c1C(=O)Nc1nnc(C2CC2)s1
  0.05	i
S=c1[nH]nc(C2CCCCC2)n1/N=C/c1ccco1
  0.5	i
Cc1cc(NC(=O)c2cnn3c(C(F)(F)F)cc(-c4ccccc4)nc23)no1
  2.1	i
O=C(NCc1ccco1)c1ccc(CS(=O)Cc2ccc(Cl)cc2)o1 (stereo unspecified)
  -0.23	i
Cc1ccc(CN2CCN(Cc3cnn(-c4ccc(Cl)cc4)c3)CC2CCO)o1 (stereo unspecified)
  0.12	i
CC(=O)c1cc(C#N)c(NCc2ccccc2)nc1C
  1.7	i
CC1=C(C(=O)OC(C)C)C(c2ccncc2)n2ncnc2N1 (stereo unspecified)
  -0.06	i
O=c1c([N+](=O)[O-])cccn1Cc1cccc(Br)c1
  0.45	i
Cc1ncc([N+](=O)[O-])n1S(=O)(=O)c1cc(Cl)ccc1Cl
  0.26	i
Cc1ccc(OCCSc2nc3ccccc3n2CCC(=O)O)cc1
  1.1	i
CC(=O)Nc1ccc(S(=O)(=O)N2CCCC2C(=O)O)cc1 (stereo unspecified)
  0.23	i
NC(=O)c1c(NC(=O)c2ccccc2)sc2c1CCCC2
  0.02	i
CC1CCCCN1CC(=O)Nc1sccc1C#N (stereo unspecified)
  -1	i
COc1cccc(-c2nc3ccccc3s2)c1O
  -0.01	i

Arranged by number of heavy atoms (ascending): 5 of the compounds above.
Results follow in this order: Kir21 block	KCNQ2 block
O=c1c([N+](=O)[O-])cccn1Cc1cccc(Br)c1
  0.45	i
CC(=O)c1cc(C#N)c(NCc2ccccc2)nc1C
  1.7	i
CC(=O)Nc1ccc(S(=O)(=O)N2CCCC2C(=O)O)cc1 (stereo unspecified)
  0.23	i
Cc1ccc(OCCSc2nc3ccccc3n2CCC(=O)O)cc1
  1.1	i
Cc1ccc(CN2CCN(Cc3cnn(-c4ccc(Cl)cc4)c3)CC2CCO)o1 (stereo unspecified)
  0.12	i

Later entries
Results follow in this order: Kir21 block	KCNQ2 block
CCCn1c(SCC(=O)c2ccc3c(c2)OCCO3)n[nH]c1=O
  -0.88	i
O=[N+]([O-])c1cccc2ccc(/C=C/c3ccc(C(F)(F)F)cc3)nc12
  1	i
Cc1cc(NC(=O)/C=C/c2ccccc2Cl)no1
  -0.63	i
COc1ccc(/C=C(\NC(=O)c2ccccc2)C(=O)NCc2ccco2)cc1
  0.33	i
Cc1cc(C(=O)N/N=C/c2ccc(OC(=O)c3ccccc3Br)cc2)n[nH]1
  -0.02	i
CC1CC(C)CN(S(=O)(=O)c2ccc3c(c2)CC(C)N3C(=O)C2CC2)C1 (stereo unspecified)
  -0.69	i
COCCCn1c(=O)c2ccccc2n(CC(=O)N2CCCc3ccccc32)c1=O
  1.6	i
CCOc1cc2[nH]c(=S)n(Cc3ccc(C(=O)NCCN(CC)CC)cc3)c(=O)c2cc1OCC
  -0.91	i
COc1ccc(NC(=O)CN(C)CC(=O)Nc2cccc(C(F)(F)F)c2)cc1
  -0.02	i
CCn1nnnc1SCC(=O)Nc1cc(OC)cc(OC)c1
  0.19	i
CC(C)(C)NC(=O)C1CC1(c1ccccc1)c1ccccc1 (stereo unspecified)
  0.18	i
O=C(OCc1ccc(Br)cc1)c1cccc(-c2nnc(-c3ccccc3)o2)c1
  2.3	i
CCCC(C(=O)OCC)P(=O)(c1ccccc1)c1ccccc1 (stereo unspecified)
  -1.6	i
COc1ccc(-n2nnnc2SCC(=O)NCc2ccco2)cc1OC
  0.04	i
Cc1cccc(OCCNC(=S)NC(=O)c2cncc(Br)c2)c1
  -0.28	i
CCn1ncc(-c2ccnc3cc(C(=O)O)nn23)c1C
  -0.04	i
Cc1ccc(C2=NC3(CCCC3)NC2=S)cc1
  -0.45	i
O=C(Cc1ccccc1[N+](=O)[O-])NCc1ccco1
  -0.12	i
CC(=O)N1c2ccc(S(=O)(=O)N3CCC(C(=O)N4CCCCC4)CC3)cc2CC1C (stereo unspecified)
  -0.5	i
COC(=O)Nc1nnc(Cc2ccccc2)s1
  -0.52	i
Cc1c(C)n(C)c2ccc(C(=O)NCCN3CCOCC3)cc12
  -1.1	i
CC1(C)CC(N(Cc2ccco2)C(=O)Cc2ccccc2)CCO1 (stereo unspecified)
  0.27	i
O=C(c1sc(N2CCOCC2)nc1-c1ccccc1)N1CCCCC1
  0.15	i
Cn1nc(C(=O)Nc2ccc3c(c2)OCO3)c2ccccc2c1=O
  2.1	i
CCOCCCN(C)C1CCN(C(=O)c2oc3ccccc3c2NC(=O)Cc2ccc([N+](=O)[O-])cc2)CC1
  0.06	i
Cc1ccc(Nc2nc(-c3sc(C)nc3C)cs2)cc1
  0.5	i
CCN(CC)CC(=O)Nc1ccc(-c2ccc(NC(=O)CN(CC)CC)c(OC)c2)cc1OC
  -0.09	i
Cc1ccc(C)c(N2CCN(S(=O)(=O)c3ccc4c(c3)CCC(=O)N4)CC2)c1
  1.2	i
C=CCn1c(SCC(=O)NCC2CCCO2)nnc1-c1ccccc1 (stereo unspecified)
  0.05	i
O=C(COC(=O)c1cc([N+](=O)[O-])ccc1N1CCOCC1)c1ccc(Br)cc1
  1.4	i

Copied from the list.
CCOCCCN(C)C1CCN(C(=O)c2oc3ccccc3c2NC(=O)Cc2ccc([N+](=O)[O-])cc2)CC1 | Kir21 block: 0.06
CCN(CC)CC(=O)Nc1ccc(-c2ccc(NC(=O)CN(CC)CC)c(OC)c2)cc1OC | Kir21 block: -0.09

Remaining list, next part:
Results follow in this order: Kir21 block	KCNQ2 block
CCc1nnc(NS(=O)(=O)c2ccc(N=Cc3c(C)[nH]n(-c4cccc(Cl)c4)c3=O)cc2)s1
  1.2	i
CN1CCN(C(=S)NC(=O)/C=C/c2ccccc2)CC1
  0.07	i
COCCn1c(=NC(=O)c2ccc3c(c2)OCCO3)sc2cc(S(N)(=O)=O)ccc21
  0.28	i
O=C(c1sc2cccc(F)c2c1Cl)N1CCN(c2ncccn2)CC1
  0.31	i
CCN(CC)C1=CC(=O)OC12CCCCC2
  -0.04	i
CCCOc1ccccc1NC(=O)CC1Nc2ccccc2NC1=O (stereo unspecified)
  -0.01	i
O=C(Cn1ncc2c([nH]c3ccccc32)c1=O)NCCc1ccc(Cl)cc1
  0.03	i
CCN(CC)CCN(C(=O)c1ccc2ccccc2c1)c1nc2ccc(F)cc2s1
  0.12	i
COc1cccc(NC(=S)NCCC(c2ccccc2)c2ccccc2)c1
  -0.59	i
CCNc1ccc(C(=O)OCC)cc1NC(=O)c1cc(S(=O)(=O)N2CCOCC2)ccc1C
  -0.07	i
N#C/C(=C\c1ccc(-c2ccccc2[N+](=O)[O-])o1)C(=O)Nc1nc(-c2cccs2)cs1
  0.27	i
Cc1ccc2nc(-c3ccccn3)cc(C(=O)NC3CCN(C)CC3)c2c1
  -0.34	i
C[N+]1(CC(=O)OCCCc2ccccc2)CCCCC1
  0.04	i
CC1(C)SC(=Nc2ccccc2)N(S(=O)(=O)c2ccccc2)C1=O
  0.3	i
CC1=CCC2C(=O)N(c3ccccc3OC(=O)c3ccccc3F)C(=O)C2C1 (stereo unspecified)
  0.87	i
CCOC(=O)CNC(=O)CSc1nnnn1-c1ccc(C)c(C)c1
  -0.53	i
NCCCCCC(=O)Nc1ccncc1
  -0.64	i
Cc1ccc(OC(=O)c2ccc(C)c(C)c2)cn1
  -1.3	i
Cc1nccn1C[C@@H]1CCc2c(c3ccccc3n2C)C1=O
  0.21	i
Cc1ccc(C)c(NC(=O)CCN2CCc3ccccc3C2)c1
  -2.8	i

Single records, from the list above.
Cc1ccc(OC(=O)c2ccc(C)c(C)c2)cn1 is entered as Kir21 block: -1.3; KCNQ2 block: i
NCCCCCC(=O)Nc1ccncc1 is entered as Kir21 block: -0.64; KCNQ2 block: i

New compounds follow:
Results follow in this order: Kir21 block	KCNQ2 block
CSCCC(NS(=O)(=O)c1ccc(C)cc1)C(=O)NC1CCCCCC1 (stereo unspecified)
  -1.9	i
C/C(=C\C(=O)c1cccnc1)Nc1ccc(C(=O)O)cc1
  0	i
CCCCOCCCNC(=O)c1cccs1
  0.04	i
Cc1cc(C)n(C(=O)CCCCCCCC(=O)n2nc(C)cc2C)n1
  1.5	i
Cc1cccc2sc(NC(=O)CCNS(=O)(=O)c3cccs3)nc12
  -0.86	i
Cc1ccc(C(=O)N2CCCC(Nc3ccc(F)cc3)C2)cc1C (stereo unspecified)
  -2.1	i
COc1ccc(OCC(O)Cn2c(N3CCCCC3)nc3c2c(=O)[nH]c(=O)n3C)cc1 (stereo unspecified)
  3	i
COC(=O)c1ccc2[nH]ccc2c1
  -0.66	i
CC(C)NC(=O)c1ccc(COCC(F)(F)F)cc1
  0.77	i
Cc1[nH][nH]c(=O)c1[C@@H](c1ccccc1[N+](=O)[O-])C(C#N)C#N
  -3	i
CS(=O)(=O)Nc1cccc(C2=NN(S(C)(=O)=O)C(c3ccc4c(c3)OCO4)C2)c1 (stereo unspecified)
  0.32	i
O=C(/C=C/c1ccc(Cl)cc1)NC1CCS(=O)(=O)C1 (stereo unspecified)
  0.37	i
Cc1ccc(NC(=O)Nc2ccc(F)cc2F)c(OC(F)F)c1
  1.1	i
CCC1=NN(C(=O)COc2ccccc2C)C(O)(c2ccncc2)C1 (stereo unspecified)
  0.5	i
CC(C)CC(NS(=O)(=O)c1ccc2c(c1)oc(=O)n2C)C(=O)NCc1cccnc1 (stereo unspecified)
  0.27	i
Nn1cc(-c2ccccc2)nc1SCC(=O)N1CCN(S(=O)(=O)c2ccc3ccccc3c2)CC1
  0.18	i
Cc1cccc(N2C(=O)C3CCCN3C2=S)c1 (stereo unspecified)
  0.23	i
CS(=O)(=O)N1CCN(C2CCN(Cc3ccccc3)CC2)CC1
  1.3	i
N#Cc1nnn(-c2ccc(Cl)cc2)c1N
  -0.05	i
CC(C)OC(=O)CCC1(C(=O)O)CCC(=O)NC1 (stereo unspecified)
  0	i
CCOC(=O)C(C)c1nc2ccccc2[nH]c1=O (stereo unspecified)
  1.1	i
CN1CCC(=C2c3ccccc3C(O)c3ccccc32)CC1 (stereo unspecified)
  -2.7	i
O=C(COc1ccc(Cl)cc1Cl)NN=C1CCCCC1
  0.61	i
O=C(Cn1c(=O)oc2ccccc21)NC(=O)NCc1ccccc1
  -1	i
CN(CC1CCCN(CCc2cccc(C(F)(F)F)c2)C1)C(=O)c1ccco1 (stereo unspecified)
  0.58	i
Nc1c2c(nc3ccc(Br)cc13)N(C1CCCCC1)CC2
  -0.18	-5.8*
Fc1ccc(Nc2nc(N3CCOCC3)nc(N3CCOCC3)n2)cc1Cl
  1.1	i
COc1cc(NC(=O)C2=C(C)OCCS2)c(Cl)cc1C(=O)NCCN(C)C
  0.59	i
COc1ccccc1NC(=S)N1CCN(c2ccccn2)CC1
  0	i
COc1ccc(N(CC(O)Cn2cnc3ccccc32)S(=O)(=O)c2ccc(C)cc2)cc1 (stereo unspecified)
  -0.37	i

High-throughput results as filed in PubChem BioAssay.
